# ABCB6 inh 2: blocks the human ABCB6 transporter; Q9NP58; K562-ABCB6 porphyrin accumulation, flow cytometry, 1 h; hits give low values; fluorescence ratio to DMSO, % at 10 µM; actives 0.19% (n = 360,000); AID 602162;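 active = fluorescence ratio to DMSO below 75%, the collection mean minus 3 SD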;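 note: signal is porphyrin accumulated inside mitochondria; 100% equals median channel fluorescence of DMSO control wells; lower ratio means ABCB6 inhibition with less porphyrin fluorescence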
# CaV13 ICDI inh: Primary screen for inhibitors of IQ motif and Ca2+-dependent inactivation inhibitor domain binding in CACNA1D, Förster resonance energy transfer in living cells, …; HEK cells, CFP/YFP FRET ICDI-IQ, plate reader, 10 min; percent FRET-ratio fall versus neutral wells; inhibition, % at 12.3 µM; actives 0.098% (n = 340,000); AID 743397;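 active = mean replicate inhibition of at least 30% and at least 1% of replicates passing that level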;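 note: 0% = median of the neutral control wells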
# H9c2 protect: myocardial damage modulation in H9c2 cells | protection from H2O2 cell death, % at 20 µM | H9c2 cardiomyocytes, H2O2 injury protection, ATPLite, 2 h | actives 0.63% (n = 360,000);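 active = compounds giving at least 50% protection of heart cells from peroxide-induced death in the single-dose screen, raw or plate-pattern-corrected value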;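 note: 0% = DMSO wells with peroxide and 100% = DMSO wells without peroxide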
# MC4R barr agon: human MC4R agonism via beta-arrestin | P32245 | U2OS MC4R beta-arrestin complementation, luminescence; percent of melanotan II response, DMSO zero | activation, % at 8.9 µM | actives 0.98% (n = 360,000) | AID 540308;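 active = activation above a per-plate cutoff, the mean activation of sample wells on that plate plus 3 SD, cut at about 8% in these data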
# Target sequence (P32245 whole entry, looked up): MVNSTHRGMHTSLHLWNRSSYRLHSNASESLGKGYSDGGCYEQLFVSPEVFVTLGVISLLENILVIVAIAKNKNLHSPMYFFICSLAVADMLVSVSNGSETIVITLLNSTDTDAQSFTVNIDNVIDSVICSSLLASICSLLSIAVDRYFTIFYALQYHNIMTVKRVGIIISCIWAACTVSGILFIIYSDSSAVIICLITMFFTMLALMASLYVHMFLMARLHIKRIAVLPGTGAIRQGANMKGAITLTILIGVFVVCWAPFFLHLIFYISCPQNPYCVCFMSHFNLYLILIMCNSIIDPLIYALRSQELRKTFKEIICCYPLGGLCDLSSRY
# ABHD5-PLIN5 inh: inhibitors of human ABHD5-perilipin-5 interaction; Q00G26+Q8WTS1; AID 602281; actives 0.78% (n = 360,000); Split G. princeps luciferase complementation, luminescence, 4 h; inhibition, % at 4 µM;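 active = inhibition above the mean inhibition across every tested compound plus 3 SD, cut at about 22% in these data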;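 note: 0% = DMSO only wells and the 100% control is not disclosed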
# PDI inh: inhibitors of human protein disulfide isomerase; PDI insulin aggregation turbidity, A650, 90 min; P07237; AID 588391; actives 0.052% (n = 350,000); inhibition, % at 10 µM;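 active = mean inhibition across replicates of 30% or more, whatever share of single replicates reach that level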;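 note: absorbance from insulin aggregation driven by PDI reduction with DTT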
# Target sequence (P07237 whole entry, looked up): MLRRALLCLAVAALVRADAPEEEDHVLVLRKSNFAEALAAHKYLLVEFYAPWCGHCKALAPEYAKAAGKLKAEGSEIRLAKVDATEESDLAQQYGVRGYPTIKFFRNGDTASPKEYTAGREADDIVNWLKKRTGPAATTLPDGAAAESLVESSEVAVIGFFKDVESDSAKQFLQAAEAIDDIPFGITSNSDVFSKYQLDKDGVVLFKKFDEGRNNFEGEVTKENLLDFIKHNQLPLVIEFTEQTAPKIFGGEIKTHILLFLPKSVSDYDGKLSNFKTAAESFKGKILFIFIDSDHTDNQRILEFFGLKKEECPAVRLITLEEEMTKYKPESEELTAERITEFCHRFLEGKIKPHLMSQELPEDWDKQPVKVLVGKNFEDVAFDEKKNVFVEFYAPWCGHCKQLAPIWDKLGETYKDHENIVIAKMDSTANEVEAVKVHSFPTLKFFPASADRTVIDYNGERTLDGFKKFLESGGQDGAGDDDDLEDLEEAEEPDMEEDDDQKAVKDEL
# HTR2A ag: mouse HTR2A agonism via beta-arrestin recruitment; actives 0.66% (n = 360,000); activation, % at 7.6 µM; P35363; CHO-K1 mHTR2A beta-arrestin complementation, luminescence; percent of 30 µM serotonin response;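 active = activation above a run cutoff, the mean activation of all tested compounds plus 3 SD, cut at about 14% in these data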;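 note: 0% = plate median of compound wells and 100% = 30 µM serotonin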
# Granule exo inh: lytic granule exocytosis inhibition. inhibition, % at 10 µM. AID 651702. actives 0.66% (n = 360,000). TALL-104 LAMP-1 surface exposure, flow cytometry; cells stimulated with thapsigargin and PMA;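 active = inhibition above about 55%, limit read from the data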
# MC4R antagonist: human MC4R antagonism in cAMP assay. P32245. MC4R-expressing cells, MTII-stimulated cAMP, LANCE TR-FRET. inhibition, % at 6.5 µM. AID 540295. actives 0.48% (n = 360,000);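 active = inhibition above its plate's cutoff, the mean of tested wells on that plate plus 3 SD, cut at about 29% in these data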;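 note: 0% = Melanotan II alone and 100% = Melanotan II plus saturating MCL0020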
#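 System – human MC4R-expressing U2OS cells · Also added – Melanotan II · Dosing – one concentration, 6.5 µM nominal · Timing – 30-min compound, 1-h challenge, 1-h detection, room temperature · Measured by – Eu-cAMP/anti-cAMP TR-FRET, emission 671 nm · Replicates – singlicate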
# Glyco luc inh: blocks N-linked glycosylation in D54 reporter cells; D54 ERlucT glycosylation luciferase reporter, 24 h; percent of 100 nM tunicamycin response; reporter increase, % at 12.5 µM; actives 0.23% (n = 360,000); AID 588692;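 active = mean luciferase reporter signal, scaled so untreated is 0 and the glycosylation-blocking control 100, at or above a set limit in every replicate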;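 note: luciferase carries N-glycosylation sites so blocking glycosylation raises the light; 0% = median of neutral control wells and 100% = median of 100 nM tunicamycin wells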
# An asterisk follows results filed as active; . = not tested or not shown.
# Screens in order: ABCB6 inh 2, CaV13 ICDI inh, H9c2 protect, MC4R barr agon, ABHD5-PLIN5 inh, PDI inh, HTR2A ag, Granule exo inh, MC4R antagonist, Glyco luc inh
(1) O=C(COC(=O)C1COc2ccccc2O1)NC(=O)NC1CCCC1 (centres undefined)
  102, ., 16, -2.6, 4, 1, 0, 14, -1, 1
(2) COc1ccc(C(=O)/C=C/c2cccs2)c(OC(=O)N2CCOCC2)c1
  102, -12, -1, -2.3, 6, -17, -3, 0, 2, 0
(3) CCOC(=O)NC1=NCC(C)S1 (centres undefined)
  97, -4, -1, 1.7, -5, 6, 3, 4, 19, 0
(4) CC1CCN(CC(=O)N2c3ccccc3CC2C)CC1 (centres undefined)
  102, -2, -5, -2.6, 2, -2, -2, 1, 4, -1
(5) C#CCNC(=O)C1=C[C@@H](c2ccc3c(c2)OCO3)C[C@@H](OCCCCO)O1
  102, -6, 2, -0.7, -4, -4, 5, 5, 8, 0
(6) CCOC(=O)N1CCN(C(=O)CN2C(=O)NC(c3ccccc3)(c3ccccc3)C2=O)CC1
  98, -3, 5, -0.5, 6, 0, 0, -9, 6, 3
(7) O=[N+]([O-])c1ccccc1S(=O)(=O)Nc1ccc(S(=O)(=O)Nc2nccs2)cc1
  92, -3, 26, 0.0, -1, -10, 5, 4, 15, 1
(8) Cc1nonc1NC(=O)c1ccccc1Br
  96, ., 10, -0.9, -9, -2, -4, -3, 3, 2
(9) CC1(C)Cc2c(c(-c3ccccc3)nc(N3CCOCC3)c2C(N)=O)CO1
  91, ., -4, -2.1, -1, -14, 8, -1, -3, 1
(10) O=c1c2ccccc2nc2n1C(CSc1ccc(Br)cc1)CN2 (centres undefined)
  96, -2, 2, -0.5, -7, 1, 3, 1, 0, -3
(11) CC1CC(=O)N(CC(=O)Nc2cccc(F)c2)c2ccccc2S1(=O)=O (centres undefined)
  103, -5, -1, -2.8, -11, -10, 0, -4, 4, 0
(12) CCOC(=O)c1cc(-c2ccc(OC)cc2)n(CCC(=O)NC2CCN(Cc3ccccc3)CC2)c1C
  91, 0, 5, 0.6, 3, 0, -7, 28, 4, -4
(13) CCOC(=O)CSc1nnc(CNc2ccc(Cl)cc2)n1Cc1ccccc1
  103, ., -30, -2.8, 4, 6, -1, 6, 0, 0
(14) Cc1cccc(C)c1OCc1n[nH]c(=S)n1N
  89, 0, -2, -3.2, -8, 0, 2, -2, 5, -1
(15) COCCCNC(=O)c1ccc(N(C)S(=O)(=O)c2ccc(OC)cc2)cc1
  97, -1, 12, -2.0, 0, 0, -1, 4, 6, -2
(16) CCc1ccc(-c2cc(C)no2)cc1S(=O)(=O)Nc1cccc(CN2CCCC2)c1
  97, -2, 2, 1.7, 7, -1, -6, 17, 16, 0
(17) Cn1c(CNC(=O)c2ccco2)nnc1SCC(=O)N1c2ccccc2Sc2ccccc21
  88, ., 9, -1.2, -1, 6, -2, -4, -5, -1
(18) COc1cccc(N2CCN(c3ccc4nnc(CCC(=O)Nc5ncccc5C)n4n3)CC2)c1
  97, -3, 33, -1.9, 0, 7, 1, 13, 10, -2
(19) COc1ccc2[nH]c(C(=O)N3CCC(Cc4ccccc4)CC3)cc2c1
  95, ., -10, 1.5, 1, -9, -2, -10, 12, -2
(20) COc1ccc(NC(=O)CC2C(=O)N(c3cccc(OC)c3)C(=O)N2CCC(C)C)cc1 (centres undefined)
  92, -10, 1, -1.0, -4, -6, 0, -3, 8, -1
(21) O=C(O)C1C2C=CC(C2)C1C(=O)Nc1ccc(Cl)c(Cl)c1 (centres undefined)
  97, -19, -6, -0.2, 4, -1, 4, -3, 21, 3
(22) C=CCn1c(SCC(=O)Nc2c(C)n(C)n(-c3ccccc3)c2=O)nnc1-c1cccnc1
  104, -11, -1, 0.1, -12, -2, 2, -2, -4, 1
(23) O=C1c2cccc3c(O)ccc(c23)C(=O)N1Cc1ccco1
  131, -24, 18, -1.1, 45*, 7, 4, 8, 0, 2
(24) CCCCCCCCN1C(=O)[C@H](CC(=O)NCCCN2CCCC2=O)C[C@@]2(C(=O)OC)CCCCC=C12
  100, -1, ., ., 5, ., 1, -5, ., .
(25) COCCNC(=O)c1ccc2c(=O)n(Cc3ccco3)c(SCC(=O)NC3CCCCC3)nc2c1
  93, -4, 14, -2.1, 4, -3, 0, 3, 21, 3
(26) O=C(CN1CCN(S(=O)(=O)c2ccc(Br)cc2)CC1)N/N=C/c1cccs1
  84, -16, -4, -1.0, -3, 11, -2, 1, 9, 0
(27) COc1ccc(C2C(C(=O)c3ccco3)=C(O)C(=O)N2c2nnc(C)s2)cc1OC (centres undefined)
  97, -4, -2, -3.3, 2, -3, 3, 2, 2, -1
(28) Cc1nnc2c3ccccc3c(-c3cccs3)nn12
  96, -4, 2, 1.6, 8, 4, -8, -1, 1, 25
(29) O=C1NCCN/C1=C\C(=O)c1ccc(Cl)cc1
  91, -5, -7, -1.0, -1, 12, 7, -11, 6, -3
(30) CCN(C(=O)CN1C(=S)NC(C)(C)CC1C)c1ccc(C)c(C)c1 (centres undefined)
  95, -20, -3, -1.8, 3, 0, 1, -2, 6, -1

# 14 structures out of the list, sorted by formula weight, falling.
# Screens in order: ABCB6 inh 2, CaV13 ICDI inh, H9c2 protect, MC4R barr agon, ABHD5-PLIN5 inh, PDI inh, HTR2A ag, Granule exo inh, MC4R antagonist, Glyco luc inh
(24) CCCCCCCCN1C(=O)[C@H](CC(=O)NCCCN2CCCC2=O)C[C@@]2(C(=O)OC)CCCCC=C12
  100, -1, ., ., 5, ., 1, -5, ., .
(12) CCOC(=O)c1cc(-c2ccc(OC)cc2)n(CCC(=O)NC2CCN(Cc3ccccc3)CC2)c1C
  91, 0, 5, 0.6, 3, 0, -7, 28, 4, -4
(17) Cn1c(CNC(=O)c2ccco2)nnc1SCC(=O)N1c2ccccc2Sc2ccccc21
  88, ., 9, -1.2, -1, 6, -2, -4, -5, -1
(18) COc1cccc(N2CCN(c3ccc4nnc(CCC(=O)Nc5ncccc5C)n4n3)CC2)c1
  97, -3, 33, -1.9, 0, 7, 1, 13, 10, -2
(22) C=CCn1c(SCC(=O)Nc2c(C)n(C)n(-c3ccccc3)c2=O)nnc1-c1cccnc1
  104, -11, -1, 0.1, -12, -2, 2, -2, -4, 1
(6) CCOC(=O)N1CCN(C(=O)CN2C(=O)NC(c3ccccc3)(c3ccccc3)C2=O)CC1
  98, -3, 5, -0.5, 6, 0, 0, -9, 6, 3
(27) COc1ccc(C2C(C(=O)c3ccco3)=C(O)C(=O)N2c2nnc(C)s2)cc1OC (centres undefined)
  97, -4, -2, -3.3, 2, -3, 3, 2, 2, -1
(15) COCCCNC(=O)c1ccc(N(C)S(=O)(=O)c2ccc(OC)cc2)cc1
  97, -1, 12, -2.0, 0, 0, -1, 4, 6, -2
(11) CC1CC(=O)N(CC(=O)Nc2cccc(F)c2)c2ccccc2S1(=O)=O (centres undefined)
  103, -5, -1, -2.8, -11, -10, 0, -4, 4, 0
(19) COc1ccc2[nH]c(C(=O)N3CCC(Cc4ccccc4)CC3)cc2c1
  95, ., -10, 1.5, 1, -9, -2, -10, 12, -2
(21) O=C(O)C1C2C=CC(C2)C1C(=O)Nc1ccc(Cl)c(Cl)c1 (centres undefined)
  97, -19, -6, -0.2, 4, -1, 4, -3, 21, 3
(4) CC1CCN(CC(=O)N2c3ccccc3CC2C)CC1 (centres undefined)
  102, -2, -5, -2.6, 2, -2, -2, 1, 4, -1
(28) Cc1nnc2c3ccccc3c(-c3cccs3)nn12
  96, -4, 2, 1.6, 8, 4, -8, -1, 1, 25
(29) O=C1NCCN/C1=C\C(=O)c1ccc(Cl)cc1
  91, -5, -7, -1.0, -1, 12, 7, -11, 6, -3

# Next section.
# Screens in order: ABCB6 inh 2, CaV13 ICDI inh, H9c2 protect, MC4R barr agon, ABHD5-PLIN5 inh, PDI inh, HTR2A ag, Granule exo inh, MC4R antagonist, Glyco luc inh
(31) COc1ccccc1CNC(=O)c1ccc(OC(C)C)cc1
  98, 2, -1, 0.2, -1, 5, -1, 1, -8, -1
(32) N#Cc1c(Cl)nc(N/N=C/c2ccccc2)c(Cl)c1Cl
  96, 10, -1, -1.6, 4, -3, 1, -3, 6, 0
(33) O=C(Nc1ccnn1C1CCN(C(=O)Cc2cccc(Cl)c2)CC1)C1CC1
  97, -7, 1, -0.7, -3, 6, 3, 1, 6, -1
(34) CN(C)CCCNCCNC(=O)/C=N\O
  98, -6, 2, -1.0, -9, -4, 1, -2, 1, 3
(35) O=C(CSc1nnc(C2CC2)n1CC1CCCO1)Nc1cccc(Cl)c1 (centres undefined)
  102, -2, 0, 0.1, -5, 7, 1, 50, 11, 2
(36) Cc1cc(C)n(CCN(C)C(=O)CCc2nnc(-c3ccc4c(c3)OCO4)o2)n1
  97, 10, 0, -1.4, -2, 1, 1, -2, 5, 2
(37) Cc1csc(NC(=O)CN2C(=O)c3ccccc3C2=O)c1C(N)=O
  95, -4, 3, -1.0, -1, 1, 5, -7, 1, 0
(38) O=C(c1ccccc1)c1sc(N2CCOCC2)nc1-c1ccccc1
  100, 1, 5, -2.8, -2, -42, -2, -3, 2, 3
(39) CCCNC(=O)CSc1nc(Cc2ccccc2)nc2ccccc12
  95, -3, 4, 0.3, 5, 7, -3, -7, 0, -6
(40) OCC1(Cc2ccccc2)CCN(Cc2ccccn2)CC1
  96, -4, 1, -3.6, 3, 3, -2, -6, 3, 0
(41) COc1ccc(C)cc1N/C(N)=N/c1nc(C)cc(C)n1
  108, -5, -14, -0.6, 6, 13, -7, 4, 4, -3
(42) COc1ccc(NC(=O)/C(C#N)=C/c2ccc(OCc3ccccc3F)cc2)cc1
  94, -5, -4, -3.0, 0, -5, 0, 1, 12, 2
(43) COc1ccc(OCc2nn3c(-c4ccccn4)nnc3s2)cc1
  89, -5, 24, 0.2, -7, -17, -3, -2, 8, 1
(44) O=C(Nc1nnc(C2CCCC2)s1)C1CCN(S(=O)(=O)c2ccc(Cl)cc2)CC1
  95, -8, -1, 1.1, 3, 6, 1, -1, 30*, -2
